Bioassay records deposited in PubChem by National Center for Advancing Translational Sciences (NCATS).
TRb-SRC2 inh – disrupts binding of human TR beta to SRC2 | Potency, µM (series often up to 106 µM), for the others: at the highest dose activity change, negative = inhibition, hits mostly inhibitors | actives 0.065% (n = 280,000) | P10828 | TRbeta-SRC2 peptide binding, fluorescence polarization; receptor liganded with 1 µM T3;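 also: plate controls were bound peptide for no effect and peptide without receptor for full effect; nearly all actives have a fitted effect of over 50% in size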
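Assay buffer: 20 mM Tris-HCl, 100 mM NaCl, 10% glycerol, 1 mM EDTA, 0.01% NP-40, 1 mM DTT, 1 uM T3, 5% DMSO; TRb LBD 0.6 uM, Texas Red SRC2 20 nM; FP after 5 hr.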
JMJD2E inh – JMJD2E (human) inhibition. JMJD2E catalytic domain, FDH-coupled NADH fluorescence (FDH is formaldehyde dehydrogenase). Potency, µM (doses to about 57.1 µM), for inactives: top-dose activity change, negative = inhibition, actives largely listed as inhibitors. actives 1.6% (n = 230,000). AID 2147; active = well fitted inhibition curve with a large enough effect, not every such curve was filed as active; inconclusive = small, poorly fitted or top-dose-only effect, or another doubt; inactive = no such curve, though single readings can be large or run the other way;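 also: 0% = wells with enzyme and -100% = buffer wells without enzyme; nearly all actives have a fitted effect of over 50% in size; many of its hits are not listed in these tables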
ALDH1A1 block – ALDH1A1 (human) enzyme inhibition; P00352; Purified ALDH1A1, NADH fluorescence, propionaldehyde substrate; Potency, µM (highest dose often 75.3 µM), for inactives: top-dose activity, negative = inhibition, most hits filed as inhibitors; actives 7.3% (n = 220,000); active = well fitted inhibition curve with a large enough effect, not every such curve was filed as active; inconclusive = small, poorly fitted or top-dose-only effect, or another doubt; inactive = no such curve, though single readings can be large or run the other way;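 also: plate controls were no enzyme wells and a reference inhibitor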
SMN2 splice up – increases expression of the SMN2 splice variant; actives 2.8% (n = 210,000); HEK293 SMN2-luciferase splicing reporter, luminescence, 30-36 h; Potency, µM (series often up to 46.1 µM), inactives show at the top dose activity change, positive = activation, actives largely listed as activators; also: % of control where 0% means no effect; nearly all actives have a fitted effect of over 55% in size
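HEK293 cells carry an SMN2 […]–luciferase reporter in which exon 7 inclusion puts luciferase in frame. Cells were plated 10-12 h before compound addition, then incubated 30-36 h at 37C. ONE-Glo luminescence was read; sodium butyrate at 4.5 mM final served as control.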
TR SRC2 fluor cs – alters Texas Red total fluorescence, flagging assay interference; actives 0.29% (n = 280,000); Potency, µM (doses to about 106 µM), for the others: at the highest dose fluorescence change, negative = quenching; TRb/SRC2 Texas Red total fluorescence interference; active = well fitted curve in either direction with a large enough effect; inconclusive = small, poorly fitted or top-dose-only effect; also: % is scaled to controls: 0 for no effect and ±100 for the full control effect
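Human TRβ ligand-binding domain (0.6 uM) and Texas Red SRC2 peptide (20 nM) in Tris buffer with 1 uM T3 and 5% DMSO were incubated with pinned compound for 5 hr at ambient temperature. Total fluorescence was computed as S + 2P (555/632 nm).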
LMNA splice mod – modulators of lamin A splicing | HeLa LMNA splicing GFP/RFP minigene ratio, 48 h | Potency, µM (top dose mostly 46.1 µM), without a hit: top-dose ratio change, negative = inhibition, hits mostly inhibitors | actives 0.01% (n = 200,000) | AID 1487; active = well fitted inhibition curve with a large enough effect in the signal ratio, with a control signal flat, not every such curve was filed as active; inconclusive = small, poorly fitted or top-dose-only effect, or effect the other way, or a change in a side signal; the % refers to the signal ratio; also: % is scaled to controls: 0 for no effect and ±100 for the full control effect
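Read-out is the ratio of GFP to DsRed2 object intensity, acquired by 488 nm laser-scanning cytometry on HeLa lamin A-EGFP minigene reporter cells. Compound incubation 48 hrs at 37 °C in Opti-MEM with 2% FBS; DMSO 0.5% final.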
GoLoco inh red – RGS12 GoLoco-Gai1 interaction inhibition. Potency, µM (series often up to 61.6 µM), without a hit: top-dose activity, negative = inhibition, most hits filed as inhibitors. actives 0.44% (n = 230,000). AID 880. P63096. Gai1:RGS12 GoLoco peptide FP, rhodamine, 10 min; active = well fitted inhibition curve with a large enough effect, not every such curve was filed as active; inactive = no such curve, though single readings can be large or run the other way; also: % is scaled to controls: 0 for no effect and ±100 for the full control effect; nearly all actives have a fitted effect of over 30% in size; many of its hits are not listed in these tables
Target sequence (P63096 whole entry, looked up): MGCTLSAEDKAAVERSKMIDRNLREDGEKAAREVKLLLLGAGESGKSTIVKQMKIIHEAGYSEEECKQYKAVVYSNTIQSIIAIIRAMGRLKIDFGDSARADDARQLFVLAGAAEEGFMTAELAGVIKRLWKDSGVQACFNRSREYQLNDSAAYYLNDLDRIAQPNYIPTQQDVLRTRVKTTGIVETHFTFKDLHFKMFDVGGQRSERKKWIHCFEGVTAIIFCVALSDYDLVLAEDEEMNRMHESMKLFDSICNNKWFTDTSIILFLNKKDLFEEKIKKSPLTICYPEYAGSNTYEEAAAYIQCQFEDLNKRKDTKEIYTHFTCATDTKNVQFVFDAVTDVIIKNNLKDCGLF
RECQ1 helicase – inhibitors of human RECQ1 DNA helicase; actives 0.54% (n = 240,000); Potency, µM (top dose mostly 57.3 µM), for the others: at the top dose activity, negative = inhibition, hits mostly inhibitors; RECQ1 DNA unwinding, red fluorescence kinetic read;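 also: plate controls were vehicle for no effect and no enzyme for full effect; nearly all actives have a fitted effect of over 30% in size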
Target sequence (P46063 whole entry, looked up): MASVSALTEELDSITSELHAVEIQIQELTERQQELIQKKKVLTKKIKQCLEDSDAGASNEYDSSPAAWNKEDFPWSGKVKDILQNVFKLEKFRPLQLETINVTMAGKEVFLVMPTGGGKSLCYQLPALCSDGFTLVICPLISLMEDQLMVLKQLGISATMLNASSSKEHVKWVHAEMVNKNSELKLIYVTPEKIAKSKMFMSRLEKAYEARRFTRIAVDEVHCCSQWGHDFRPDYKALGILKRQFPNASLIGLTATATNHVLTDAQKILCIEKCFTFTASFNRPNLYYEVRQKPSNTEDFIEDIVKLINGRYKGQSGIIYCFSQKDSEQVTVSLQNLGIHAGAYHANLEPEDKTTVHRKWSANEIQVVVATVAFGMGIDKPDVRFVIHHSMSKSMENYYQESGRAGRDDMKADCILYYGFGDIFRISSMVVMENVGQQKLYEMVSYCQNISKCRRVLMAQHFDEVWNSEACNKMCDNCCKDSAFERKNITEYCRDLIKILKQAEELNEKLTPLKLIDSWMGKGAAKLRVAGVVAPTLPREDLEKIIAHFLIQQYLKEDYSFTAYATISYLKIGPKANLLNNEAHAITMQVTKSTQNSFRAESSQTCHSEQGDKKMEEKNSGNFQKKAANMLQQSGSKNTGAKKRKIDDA
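50 nM RECQ1T1 preincubated 15 min with compound in Tris pH 8.0 buffer with MgCl2, DTT, Tween-20 and 2.5 ug/ml poly(dI-dC); started with 200 nM TAMRA/BHQ-2 forked duplex and 2 mM ATP. Unwinding read as fluorescence (525/598 nm), two reads 2 h apart.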
* hit, by the source's call; i = inactive; ? = inconclusive; / = no result given; & = joins results of further samples; [ ] = dose if it differs, or a comment. Unless noted, calls follow the shape of the dose curve; as a rule, active = well fitted curve in the direction sought with a large enough effect; inconclusive = small, poorly fitted or top-dose-only effect, or another doubt; inactive = no such curve, though single readings can be large; an effect the other way counts as inactive or inconclusive. Potency is read from the fitted curve at half-maximal effect. Some of the compounds tested (hit frequency here may not be typical).

SMILES | TRb-SRC2 inh | JMJD2E inh | ALDH1A1 block | SMN2 splice up | TR SRC2 fluor cs | LMNA splice mod | GoLoco inh red | RECQ1 helicase
CC12CCC(C(=O)N3CCc4ccccc43)(CC1=O)C2(C)C (stereo not drawn) | 2% | -30% | -8% | 28% | -1% | ? | -12% | -8%
COc1ccc(-c2cc(=O)c3c(O)cc(O)cc3o2)cc1 | 7% | 1% | -1% | ? | -6% | ? | 6% | -9%
CCOc1ccc(NC(=O)C(=O)NCc2ccncc2)cc1 | 3%[53 µM] | 8% | 3% | / | 3%[53 µM] | / | 8% | i
COc1cc(NC(=O)CC2NCCNC2=O)cc(OC)c1 (stereo not drawn) | 7% | -1% | 2% | -4% | 3% | ? | 4% | i
C=CCOc1ccc(CNc2ccc3[nH]c(=O)[nH]c3c2)cc1OCC | -2% | ? | ? | / | -3% | 20%[46 µM] | 7% | -7%
CC(=O)c1ccc(NC(=S)NCCc2ccccn2)cc1 | 6% | 16% | -6% | ? | -1% | 14% | 2% | -1%
Cc1cccc2sc(N(CCCN(C)C)C(=O)c3ccco3)nc12 | 1% | -39% | 6% | -28% | -1% | ? | 10% | -1%
COc1cccc(-c2nccc(NC3CCNCC3)n2)c1 | 1% | 1% | 7% | 14% | -2% | 8% | 0% | -2%
CC(Nc1cccc2ccccc12)C(=O)N/N=C/c1ccc([N+](=O)[O-])cc1 (stereo not drawn) | -17% | 8% | ? | -20% | 0% | ? | 0% | -11%
CNC(=S)N/N=C(\C)c1ccc2c(c1)OCO2 | -8% | -7% | ? | 7% | -1% | ? | 1% | -1%
Cn1c(CNC(=O)c2ccco2)nnc1SCC(=O)Nc1cccc(Br)c1 | -4% | 9% | ? | 1% | 1% | 11% | -13% | -14%
Cc1cn(C2CC(N=[N+]=[N-])C(CO)O2)c(=O)[nH]c1=O (stereo not drawn) | 3% | 8% | 1% | 0% | -2% | / | -1% | 11%
COc1ccc(C2=NN(C(=O)CN3CCOCC3)C(c3nc4ccccc4[nH]3)C2)cc1 (stereo not drawn) | -7% | ? | 10% | ? | 0% | -16%[9.22 µM] | -12% | -7%
COc1ccc(/C=C(\NC(=O)c2ccccc2)C(=O)OCC2CCCN3CCCCC23)cc1OC (stereo not drawn) | -1% | -3% | 1% | 0% | 1% | / | 6% | i
COc1ccc(N(Cc2cc3cc(OC)ccc3[nH]c2=O)C(=O)C2CCCO2)cc1 (stereo not drawn) | -1% | ? | ? | -4% | -1% | -5% | 4% | -2%
Cc1ccc(-c2nn(CC(=O)Nc3ccc4c(c3)nc3n4CCOC3)c(=O)c3ccccc23)cc1 | 7% | 4% | -2% | -5% | -1% | 3% | -9% | -3%
Cc1ccc(CSCC(=O)N2CCOCC2)cc1 | -3% | -16% | 25µM* | 5% | -2% | 0% | -3% | -11%
COc1ccc(N(C(=O)c2ccccc2)S(=O)(=O)c2cccs2)cc1 | -7% | -10% | ? | 0% | -4% | ? | 5% | -18%
c1ccc2c(c1)[nH]c1nc3nncn3nc12 | -9% | -8% | -2% | 0% | -5% | ? | 5% | -8%
Cc1cc(C(=O)CSc2nnc(Nc3ccccc3)s2)c(C)n1CC1CCCO1 (stereo not drawn) | -1% | 5% | 3% | -20% | 0% | -13% | 5% | -11%
COc1cc([N+](=O)[O-])cc(/C=N/NC(=O)C(C)Nc2cccc3ccccc23)c1O (stereo not drawn) | 6% | 4.5µM* | -4% | -67%[inhibitor] | -23% | ? | 5% | 5%
Cc1ccc2nc(NC(=O)C3CCCN(S(=O)(=O)c4cccnc4)C3)sc2c1 (stereo not drawn) | -4% | 0% | -7% | -27% | 0% | ? | 1% | -36%
COc1cc(NS(=O)(=O)c2ccc(NC(=O)/C=C/c3cccc([N+](=O)[O-])c3)cc2)ncn1 | 2% | 4% | -14% | -13% | -2% | / | 4% | 11%
COCCn1c(=S)[nH]c2cc(C(=O)N3CCN(c4ccc(F)cc4)CC3)ccc2c1=O | -4% | 8% | ? | / | -2% | ? | / | 0%
O=c1c(-c2ccc(F)cc2)nc2cnc(Oc3ccccc3)nc2n1C1CC1 | / | / | 6% | / | / | 1% | -5% | i
Next part
SMILES | TRb-SRC2 inh | JMJD2E inh | ALDH1A1 block | SMN2 splice up | TR SRC2 fluor cs | LMNA splice mod | GoLoco inh red | RECQ1 helicase
N#C/C(=C(\O)C(F)(F)F)c1nnc2n1CCCCC2 | 6% | -2% | 4.5µM* | 14% | 0% | -14%[46 µM] | 0% | i
O=C(/C=C/c1ccccc1)OCCCN=C1NS(=O)(=O)c2ccccc21 | 2% | 8% | 15% | -14% | -3% | ? | 3% | i
COc1cccc(OCC(=O)Nc2ccc(OC)c(OC)c2)c1 | 2% | -3% | 11% | -15% | -5% | ? | 1% | 1%
C/C(=N\NC(=S)NC(C)C)c1ccc(Cl)s1 | 0% | 2% | -8% | -3% | -10% | -19% | -16% | -2%
CN(Cc1ccccc1)C(=O)CSc1cc(=O)n(C)c2ccccc12 | -3% | ? | 12% | / | 4% | / | 2% | -6%
Cc1cccc(-n2ncc3c(N4CCOCC4)ncnc32)c1 | 1% | -10% | ? | -68%[inhibitor] | -4% | ? | 5% | -4%
CC(C)OC(=O)CSc1nc(-c2ccc(F)cc2)cc(C(F)(F)F)n1 | -3% | -4% | 2% | -12% | -4% | -7% | -5% | -10%
COc1cc(OC)c(NC(=O)c2ccccc2F)cc1Cl | 7% | ? | ? | 13% | -3% | -7%[46 µM] | 6% | -6%
Oc1ccccc1C1=NCCNC(C(F)(F)F)=C1 | 3% | -4% | 3% | -14% | -1% | 11%[46 µM] | 1% | i
CCOC(=O)c1cn2nc(Oc3ccc(OC)cc3)ccc2n1 | 5% | ? | / | / | 3% | / | -1% | i
CN1C(=O)c2ccc(C(=O)NCc3ccccc3)cc2C1=O | 2% | 8% | ? | 9% | -2% | -1% | -1% | -3%
Cc1ccc(Sc2c(C#N)c(-c3ccccc3)nn2C)cc1 | 0% | -4% | 1% | -15% | -2% | ? | 0% | i
CCC1C(=O)N=C(SCC(=O)Nc2ccc(C(=O)OC)cc2)NC1=O (stereo not drawn) | -3% | 6% | 3% | 10% | -2% | 8% | -15% | 8%
c1ccc(Oc2ccc(-c3ccnc4nc(N5CCOCC5)nn34)cc2)cc1 | -2% | ? | ? | -14% | -5% | 9%[46 µM] | 9% | i
Oc1ccc(Cl)cc1-c1cc(-c2ccccc2Cl)[nH]n1 | -3% | -12% | 3% | ? | -1% | -12% | 3% | -2%
O=C(NNC(=S)NCc1ccccc1)c1ccccc1OC(F)F | -2% | -3% | -12% | -28% | -4% | 9% | -2% | 0%
Cc1ccc(NC(=O)N2CCc3ccccc3C2)cc1 | -15% | -5% | ? | 11µM* | 0% | -4% | -17% | i
OCC1(CC2CCCCO2)CCN(Cc2ccccc2-c2ccco2)CC1 (stereo not drawn) | -6% | 2% | 8% | / | -1% | / | 4% | i
Cc1ccc2nc(Cc3ccc(N)cc3)[nH]c2c1 | -3% | 8% | 0% | 5% | -1% | 0%[0.0737 µM] | 6% | -6%
Cn1cc(C(F)(F)F)nc1-c1ccc(OCC(O)CNCCOc2ccc(O)c(C(N)=O)c2)cc1 (stereo not drawn) | -4%&6%&3% | ? | ? | -18%&-8% | 1%&-1%&-3% | ? | 14%&3%&-9% | 17%
CN(C)CCCn1c(SCC(=O)Nc2sc3c(c2C#N)CCCC3)nnc1-c1ccncc1 | 4% | ? | 7.1µM* | -8% | 1% | -9% | -10% | -5%
COc1ccc(-c2nc(NC(=O)c3n[nH]c(=O)c4ccccc34)sc2C)cc1 | -3% | 15% | 0% | ? | -3% | ? | -10% | -5%
O=C1C2C3C=CC(CC3)C2C(=O)N1/N=C/c1ccc(O)c(O)c1 (stereo not drawn) | 8% | 16µM* | ? | ? | -23% | ? | -15% | -7%

By substructure: those above with fluorine.
SMILES | TRb-SRC2 inh | JMJD2E inh | ALDH1A1 block | SMN2 splice up | TR SRC2 fluor cs | LMNA splice mod | GoLoco inh red | RECQ1 helicase
COCCn1c(=S)[nH]c2cc(C(=O)N3CCN(c4ccc(F)cc4)CC3)ccc2c1=O | -4% | 8% | ? | / | -2% | ? | / | 0%
O=c1c(-c2ccc(F)cc2)nc2cnc(Oc3ccccc3)nc2n1C1CC1 | / | / | 6% | / | / | 1% | -5% | i
N#C/C(=C(\O)C(F)(F)F)c1nnc2n1CCCCC2 | 6% | -2% | 4.5µM* | 14% | 0% | -14%[46 µM] | 0% | i
CC(C)OC(=O)CSc1nc(-c2ccc(F)cc2)cc(C(F)(F)F)n1 | -3% | -4% | 2% | -12% | -4% | -7% | -5% | -10%
COc1cc(OC)c(NC(=O)c2ccccc2F)cc1Cl | 7% | ? | ? | 13% | -3% | -7%[46 µM] | 6% | -6%
Oc1ccccc1C1=NCCNC(C(F)(F)F)=C1 | 3% | -4% | 3% | -14% | -1% | 11%[46 µM] | 1% | i
O=C(NNC(=S)NCc1ccccc1)c1ccccc1OC(F)F | -2% | -3% | -12% | -28% | -4% | 9% | -2% | 0%
Cn1cc(C(F)(F)F)nc1-c1ccc(OCC(O)CNCCOc2ccc(O)c(C(N)=O)c2)cc1 (stereo not drawn) | -4%&6%&3% | ? | ? | -18%&-8% | 1%&-1%&-3% | ? | 14%&3%&-9% | 17%
